RORgamma inh – ROR gamma (mouse) transcription inhibition. Potency, µM (doses to about 53.6 µM), for inactives: at the top dose activity change, negative = inhibition, actives largely listed as inhibitors. P51450. actives 5.4% (n = 310,000). Drosophila S2 Gal4-RORgamma UAS-luciferase reporter, 20 h; also: % is scaled to controls: 0 for no effect and ±100 for the full control effect; nearly all actives have a fitted effect of over 60% in size
Target sequence (P51450 whole entry, looked up, the tested form may be a part): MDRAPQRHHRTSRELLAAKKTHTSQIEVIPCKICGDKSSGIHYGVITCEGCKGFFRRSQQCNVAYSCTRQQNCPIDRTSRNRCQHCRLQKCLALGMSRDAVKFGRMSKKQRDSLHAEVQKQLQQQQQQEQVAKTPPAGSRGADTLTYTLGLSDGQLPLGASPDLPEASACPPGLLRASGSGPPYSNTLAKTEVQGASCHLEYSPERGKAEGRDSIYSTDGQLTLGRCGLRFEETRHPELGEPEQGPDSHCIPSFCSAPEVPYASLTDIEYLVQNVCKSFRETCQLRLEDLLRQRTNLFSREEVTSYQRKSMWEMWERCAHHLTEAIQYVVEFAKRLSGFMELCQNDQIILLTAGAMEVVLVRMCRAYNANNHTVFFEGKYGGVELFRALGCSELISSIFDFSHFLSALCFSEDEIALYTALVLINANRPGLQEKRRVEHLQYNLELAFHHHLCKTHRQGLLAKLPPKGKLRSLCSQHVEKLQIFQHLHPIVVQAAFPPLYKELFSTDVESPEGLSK
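Read-out: Photinus luciferase luminescence; inhibitors lower reporter signal. Insect Schneider cells with Gal4-ROR gamma fusion under metallothionein promoter, UAS reporter; 700 uM final copper sulfate induction, 20 hr, ambient temperature.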
Rab9 prom act – Rab9 promoter activation; Huh7 Rab9 promoter-luciferase reporter, luminescence, 24 h; Potency, µM (doses to about 9.22 µM), for inactives: at the top dose activation, negative = inhibition, usual class: activators; actives 2.8% (n = 320,000); also: % of control where 0% means no effect; nearly all actives have a fitted effect of over 60% in size
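Huh7 reporter line, Rab9 promoter upstream of luciferase. Compound exposure 24 h at 37 °C in reduced-serum medium with 10% FBS. Read-out: luminescence.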
FLuc counter – inhibits or activates purified firefly luciferase, miR-21 counter-screen | P08659 | purified FLuc, Km substrates, luminescence inhibition | Potency, µM (titrated, usually from 57.5 µM), inactives show top-dose activity change, negative = inhibition, hits mostly inhibitors | actives 6.9% (n = 360,000) | AID 588342;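 also: plate controls were vehicle for no effect and reference inhibitor for full effect; nearly all actives have a fitted effect of over 55% in size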
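Biochemical qHTS of compounds, final roughly 60 µM downward over six points, against 10 nM purified firefly luciferase using Km concentrations of substrates (10 uM D-luciferin, 10 uM ATP) in Tris acetate pH 7.5 buffer; luminescence output.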
ELG1 genotox – inducers of genotoxicity in HEK293T ELG1-luciferase cells | HEK293T ELG1-luciferase reporter, luminescence, 16 h | Potency, µM (top dose mostly 46 µM), for inactives: at the top dose activity change, positive = activation, usual class: activators | actives 1.3% (n = 330,000) | AID 504466; also: % of control where 0% means no effect; nearly all actives have a fitted effect of over 60% in size
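HEK293T cells expressing luciferase-tagged ELG1 were treated with compound or DMSO for 16 hr at 37°C. Luciferase activity was then read after 30 min with ONE-Glo at room temperature; rising signal flags genetic stress.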
uPA surface inh – cell surface uPA generation inhibition; actives 0.31% (n = 330,000); cell surface uPA generation assay, qHTS; AID 540303; Potency, µM (highest dose often 38.3 µM), for the others: at the top dose activity change, negative = inhibition, hits mostly inhibitors; active = well fitted inhibition curve with a large enough effect; inconclusive = small, poorly fitted or top-dose-only effect; inactive = no such curve, though single readings can be large or run the other way; tested in mouse RAW 264.7 cells; also: % is scaled to controls: 0 for no effect and ±100 for the full control effect; nearly all actives have a fitted effect of over 55% in size
VP16 counter – inhibits Gal4-VP16 luciferase reporter, ROR gamma counter-screen | Drosophila S2 Gal4-VP16 UAS-luciferase, luminescence, 20 h | Potency, µM (doses to about 53.6 µM), without a hit: at the highest dose activity, negative = inhibition, most hits filed as inhibitors | actives 3.5% (n = 310,000);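 also: Gal4-VP16 expression switched on by copper sulfate through the metallothionein promoter; % is scaled to controls: 0 for no effect and ±100 for the full control effect; nearly all actives have a fitted effect of over 50% in size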
NPC1 promoter act – activates the NPC1 promoter; Potency, µM (doses to about 9.22 µM), for the others: top-dose activation, most hits filed as activators; actives 2.4% (n = 320,000); AID 485313; Huh7 NPC1 promoter luciferase reporter, 24 h;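 also: % of control where 0% means no effect; nearly all actives have a fitted effect of over 60% in size; reporter is driven by a mutant NPC1 promoter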
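NPC1 promoter–luciferase Huh7 cells; 24 h compound; luminescence.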
MBNL1 CUG block – MBNL1-poly(CUG) RNA binding inhibition; Q9NR56; TR-FRET MBNL1-His/biotin-(CUG)12 binding, 665/545 ratio; Potency, µM (series often up to 57.5 µM), for the others: at the top dose activity change, negative = inhibition, hits mostly inhibitors; actives 0.036% (n = 280,000); active = well fitted inhibition curve with a large enough effect in the signal ratio, with a control signal flat, not every such curve was filed as active; inconclusive = small, poorly fitted or top-dose-only effect, or effect the other way, or a change in a side signal; inactive = no such curve, though single readings can be large or run the other way; the % refers to the signal ratio; also: % is scaled to controls: 0 for no effect and ±100 for the full control effect
Target sequence (Q9NR56 whole entry, looked up): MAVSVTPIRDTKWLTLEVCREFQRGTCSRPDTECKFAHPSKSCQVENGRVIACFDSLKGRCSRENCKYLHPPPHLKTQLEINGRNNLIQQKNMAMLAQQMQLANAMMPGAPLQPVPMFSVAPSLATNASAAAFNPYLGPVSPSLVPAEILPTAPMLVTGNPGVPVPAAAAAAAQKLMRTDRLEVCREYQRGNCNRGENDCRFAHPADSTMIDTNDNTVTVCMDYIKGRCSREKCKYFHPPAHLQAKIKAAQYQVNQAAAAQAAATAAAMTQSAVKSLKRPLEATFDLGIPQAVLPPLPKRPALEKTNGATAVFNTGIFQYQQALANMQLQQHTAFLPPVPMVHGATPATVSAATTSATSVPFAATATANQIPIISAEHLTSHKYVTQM
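Compounds (final 92 nM to 58 uM) are added to His-tagged MBNL1 and biotin-(CUG)12, then terbium anti-His antibody and streptavidin-XL665 (5 nM final). After 60 min at room temperature, the 665/545 nm ratio is read.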
p53 reactivator – restores transcriptional activity of mutant p53. AID 504706. Potency, µM (titrated, usually from 92.2 µM), for the others: at the top dose activity change, positive = activation, hits mostly activators. actives 0.063% (n = 320,000). H1299 p53-A138V BP100-luciferase reporter, luminescence, 24 h; also: % of control where 0% means no effect; nearly all actives have a fitted effect of over 45% in size
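p53-null H1299 cells stably carrying temperature-sensitive p53-A138V and a BP100-luciferase reporter were pinned with compounds (4-point, 1:5 series) and held 24 hrs at 37 deg C. Luminescence was read 10 min after detection reagent.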
BRCA1 expr up – BRCA1 expression activation. actives 1.1% (n = 380,000). Potency, µM (titrated, usually from 46.1 µM), for the others: top-dose activation, usual class: activators. AID 624202. MCF7-BRCA1-FFLuc reporter, luminescence, 48 h; response scale: scaled: vehicle 0%, 10 µM genistein 100%; also: nearly all actives have a fitted effect of over 80% in size; some results filed as inactive show a strong effect at the top dose
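Reporter cells (MCF7, BRCA1 promoter-firefly luciferase) received library compounds across a concentration series for 48 h. End-point luminescence was measured and concentration-effect curves derived after normalization.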
An asterisk follows results filed as active; u = inconclusive; x = no result given; [ ] = another dose, or the depositor's remark. Unless noted, calls follow the shape of the dose curve; as a rule, active = well fitted curve in the direction sought with a large enough effect; inconclusive = small, poorly fitted or top-dose-only effect, or another doubt; inactive = no such curve, though single readings can be large; an effect the other way counts as inactive or inconclusive. Potency is read from the fitted curve at half-maximal effect.

SMILES	RORgamma inh	Rab9 prom act	FLuc counter	ELG1 genotox	uPA surface inh	VP16 counter	NPC1 promoter act	MBNL1 CUG block	p53 reactivator	BRCA1 expr up
Cc1ccc(NC(=O)COc2ccc(/C=N\NC(=O)c3cccnc3)cc2)cc1C	8%	3%	-8%	-2%	-7%	-6%	-1%	10%	4%	2%
CN1CCN(C(=O)CN(Cc2ccccc2)S(C)(=O)=O)CC1	18%	-1%	8%	-1%	x	-3%	3%	1%	-2%	0%
Clc1cc(Cl)c2nc(N3CCOCC3)sc2c1	u	u	17µM*	u	-1%	-2%	26%	1%	u	11µM*
Cc1cc(C)cc(-n2ncc3c2CCCC3NC(=O)C2CCC2)c1 (stereo not given)	-4%	-4%	u	3%	-2%	-6%	-1%	1%	-8%	5%
Cc1ccc(Oc2ccc(C(=O)NC3CCSC3=O)cn2)cc1 (stereo not given)	15%	-8%	-12%	7%	9%	8%	-1%	9%	27%	1%
CCOc1ccc(C(=O)N(CN2CCCC2=O)c2ccc(C)cc2)cc1	u	1%	3%	-5%	x	-8%	-4%	-5%	8%	2%
O=C(CN(Cc1ccccc1Cl)C(=O)Cn1nnc(-c2cccs2)n1)NCC1CCCO1 (stereo not given)	1%[10 µM]	-2%	-2%	-1%	8%	-2%	1%	-15%	-6%	1%
CCOc1ccccc1N1CCN(CC(O)COC2CCCc3ccccc32)CC1 (stereo not given)	-19%	-4%	3%	-7%	1%	6%	1%	2%	-2%	0%
CCOc1ncccc1C(=O)NCCc1ccc(OC)cc1	21%	-14%	-3%	0%	-3%	0%	-24%	-8%	-2%	-34%
Cc1cc(=O)[nH]c(SC/C=C/c2ccccc2)n1	23%	-6%	u	u	x	9%	2%	12%	u	19%
CN(C(=O)c1ccc2c(c1)OCO2)C1(C(=O)NC2CCCC2)CCCCC1	0%	-3%	1%[2.3 µM]	-4%	0%	-7%	2%	7%	-9%	-5%
CSc1cccc(NS(=O)(=O)c2ccccc2)c1	-19%[0.365 µM]	-3%	-2%	1%	-1%	x	-1%	-1%	-18%	-12%
CCOC(=O)C1CCN(Cc2ccc(OC)c(OCc3ccccc3)c2)CC1	22%	1%	1%	-3%	u	-1%	-1%	-10%	x	-2%
CCc1cc(C(=O)O)c(NC(=O)/C=C/c2ccc(OC)c(OC)c2)s1	39%	-8%	u	0%	0%	10%	-5%	u	2%	-16%
Cc1ccc2cc(C)c(SCC(=O)Nc3cc(C)on3)nc2c1	-18%	-2%	3%	3%	x	3%	1%	9%	0%	2%
CN(C)C(=O)c1ccc2c(c1)C1C3CCC(C3)C1C(c1ccccc1)N2 (stereo not given)	13%	2%	-1%	1%	-10%	0%	-1%	3%[11.5 µM]	0%	-22%
Cc1ccccc1-n1ncc2c(SCC(=O)N3c4ccccc4CC3C)ncnc21 (stereo not given)	24%	-5%	-3%	-1%	-17%	-8%	2%	-1%	1%	-54%
Cc1cnc(C(=O)OCC(=O)NCCCc2ccccc2)cn1	31%	4%	1%	-1%	5%	8%	-1%	x	-3%	-12%
CCc1nn(CCCC(=O)NCc2ccco2)c(=O)c2cc3occc3n12	1%	-3%	0%	6%	-1%	-13%	4%	3%	-5%	18%
CCCNC(=O)[C@H](Cc1c[nH]c2ccccc12)NC(=O)c1ccccc1Cl	14%	4%	-2%	4%	-4%	-2%	10%	0%	u	79%
O=C(Nc1nnc(CCS(=O)(=O)c2ccc3ccccc3c2)s1)c1cccs1	-6%[10 µM]	-1%	0%	5%	1%	-1%	-4%	x	-6%	-16%
CC1CCN(Cc2c(C(=O)N/N=C/c3cccc(C(F)(F)F)c3)nnn2-c2nonc2N)CC1	71%	-4%	0%	-2%	-7%	-8%	-2%	-1%	0%	-36%
COc1ccc(F)cc1C(=O)C1CCCN(C(=O)c2ccc(C(C)=O)s2)C1 (stereo not given)	14%	4%	1%	6%	0%	-3%	-3%	17%	4%	-1%
CC(OC(=O)c1ccc(Br)o1)C(=O)NCC1CCCCC1 (stereo not given)	x	x	x	0%	6%	x	x	x	1%	0%
CCC(C(=O)Nc1cc(C)on1)c1ccccc1 (stereo not given)	-12%	-5%	5%	0%	2%	12%	-1%	-2%	-4%	-1%

Three compounds from above, reduced to BRCA1 expr up, ELG1 genotox and uPA surface inh.
| SMILES | BRCA1 expr up | ELG1 genotox | uPA surface inh |
| --- | --- | --- | --- |
| CCOC(=O)C1CCN(Cc2ccc(OC)c(OCc3ccccc3)c2)CC1 | -2% | -3% | u |
| CCc1cc(C(=O)O)c(NC(=O)/C=C/c2ccc(OC)c(OC)c2)s1 | -16% | 0% | 0% |
| Cc1ccc2cc(C)c(SCC(=O)Nc3cc(C)on3)nc2c1 | 2% | 3% | x |

Next compounds:
SMILES	RORgamma inh	Rab9 prom act	FLuc counter	ELG1 genotox	uPA surface inh	VP16 counter	NPC1 promoter act	MBNL1 CUG block	p53 reactivator	BRCA1 expr up
CCc1c(C)nc2ncnn2c1N1CCC(C(=O)NCc2cccc(OC)c2)CC1	22%	-7%	6%	-6%	x	-15%	2%	0%	-5%	-42%
O=C(Cc1ccc(S(=O)(=O)N2CCCCC2)s1)Nc1ccc(F)cc1F	u	11%	0%	0%	0%	u	-4%	6%	-16%	-1%
CC(=O)N(Cc1ccc(Br)cc1)c1cccc(C)c1C	-4%	-2%	3%	-5%	-11%	1%	-1%	4%	8%	-43%
O=C(CN1CCC(n2nnc3cc(C(F)(F)F)ccc32)CC1)Nc1ccc2c(c1)CCC2	4%	-1%	4%	-13%	5%	6%	0%	-1%	-1%	-38%
CCOC(=O)CN(C(=O)CSc1nnc(-c2ccc(OC)c(OC)c2)o1)c1ccc(F)cc1	-1%	-2%	2%	1%	x	-3%	3%	-10%	-3%	-23%
Cc1ccc(S(=O)(=O)CCC(=O)O)cc1C	-4%	-8%	1%	1%	x	-3%	1%	-13%	-2%	-18%
COc1ccc2sc(-c3ccc(S(C)(=O)=O)cc3)c(C(=O)NCCc3c[nH]c4ccccc34)c2c1	x	x	x	-5%	9%	x	x	x	-2%	-10%
COc1ccc(S(=O)(=O)N/N=C(/C)c2ccncc2)cc1	-24%	5%	6%	-1%	-5%	20%	-2%	-3%	u	-5%
c1ccc(NNC2=NCCS2)cc1	-20%	3%	-1%	5%	-4%	-10%	3%	2%	-2%	-1%
COc1ccc(S(=O)(=O)Nc2ccc3c(c2)OCO3)cc1Cl	u	-3%[1.84 µM]	-15%	14%	2%	3%	0%	6%	-1%	-5%
Cc1ccccc1NC(=O)CN1CCN(C(=O)c2ccco2)CC1	-3%	-4%	-2%	7%	2%	0%	-6%	0%	5%	-16%
CCOC(=O)c1sc(NC(=O)c2cccs2)cc1C	u	1.8µM*	1.2µM*	2.1µM*	-10%	1%	1.4µM*	36%[activator]	20%	u
Cc1ccc(C(=O)N/C(=C\c2ccc(-c3cccc([N+](=O)[O-])c3)o2)C(=O)NC(C)(C)C)cc1	26%	0%	5%	-9%	-3%	u	-2%	11%	-17%	-20%
Cc1ncoc1C(=O)N1CCCC(C(=O)c2ccc(-c3ccccc3)cc2)C1 (stereo not given)	u	-8%	-8%	-7%	3%	7%	-6%	-2%	3%	-8%
COc1cc2c(C(=O)N(C)c3cc(Cl)ccc3OC)cn(C)c(=O)c2cc1OC	18%	-32%[inhibitor]	-1%	-5%	-1%	2%	-4%	-5%	u	-14%
O=C(Cc1ccc2cccnc2c1)c1ccc(O)cc1O	39%	u	21µM*	u	-3%	12%	27%	12%	u	u
Cc1nnc(SCc2cn3ccsc3n2)n(N)c1=O	-7%	-1%	-1%	2%	0%	-3%	-1%	-3%	3%	-17%
Cc1ccccc1NC(=O)CCN1C(=O)CSC1=O	-9%	8%	4%	0%	2%	-11%	-2%	-4%	10%	5%
COc1ccc(-n2nc([N+](=O)[O-])c(=NCc3ccc4c(c3)OCO4)n2O)cc1	25%[10 µM]	u	u	u	-27%	-3%	2.2µM*	x	u	u
Cc1nn(-c2ccccc2)c(Cl)c1C(=O)NCC(C)C	28%	-5%	-2%	5%	11%	13%	-2%	2%	-5%	37%
Cc1ccc(OCCC(=O)OCC(=O)Nc2cc(C)cc(C)c2)cc1	-3%	0%	1%	0%	-6%	-10%	2%	-1%	0%	6%
CN1C(=O)c2ccccc2C(C(=O)O)C1c1cn(C)c2ccccc12 (stereo not given)	3%	-1%	4%	-1%	-10%	1%	2%	-9%	-3%	11%
CCCn1c(Nc2ccccc2C)nc2ccccc21	u	-9%	0%	-1%	-2%	u	-5%	-6%	5%	1%
Cc1nn(C(=O)C(C)N2C(=O)c3ccccc3C2=O)c(C)c1Br (stereo not given)	-12%	-2%	4%	7%	4%	16%	2%	2%	8%	-4%
NNC(=O)C(=O)Nc1ccc(Cl)c(Cl)c1	-19%	1%	-7%	0%	-6%	3%	4%	-13%	2%	15%
N/C(Cc1nc(-c2ccc(Br)cc2)cs1)=N\O	-36%	u	u	1%	1%	28%	21%	5%	29%	-7%
Cc1ccc2cc(CN(Cc3ccco3)S(=O)(=O)c3c(C)ccc4nsnc34)c(=O)[nH]c2c1	-2%	-2%	-13%	-14%	x	-1%	1%	u	-1%	-65%
CS(=O)(=O)c1cccc(C(=O)N(CCc2ccccc2)Cc2cccs2)c1	13%	-7%	0%	-9%	4%	3%	2%	-5%	1%	1%
N#CCCN(CCN1CCCC1)S(=O)(=O)c1ccc(-c2ccc([N+](=O)[O-])cc2)cc1	0%	-12%	0%	-2%	-1%	3%	-1%	u	-4%	30%
